STEP inh – blocks human striatal-enriched tyrosine phosphatase; AID 588621; inhibition, % at 20 µM; recombinant STEP, OMFP fluorogenic substrate, fluorescence; P54829; actives 0.25% (n = 360,000);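 active means inhibition at 20 µM, scaled per plate between control wells, above about 37%, limit read from the data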;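 further: 0% = DMSO with enzyme and substrate and 100% = substrate only without enzyme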
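Assay system: isolated STEP enzyme / Timing: 20 min at room temperature, dark / Doses: 20 µM, 1% DMSO / Technique: fluorescence intensity, excitation 480 nm, emission 540 nm / Reagent: fluorogenic phosphatase substrate OMFP at 25 µM final / Measure: percent inhibition scaled to no-enzyme and uninhibited-enzyme controls, plate-pattern corrected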
SUMO1 PPI mod – modulators of human SUMO1-mediated protein-protein interactions; SUMO1 binding to a labelled peptide, TR-FRET, 1 h; inhibition, % at 20 µM; AID 602429; actives 0.33% (n = 360,000); in the data active means inhibition above about 37%
LMPTP block – blocks human LMPTP phosphatase; actives 0.22% (n = 360,000); recombinant LMPTP-A, OMFP fluorogenic substrate, fluorescence intensity; inhibition, % at 20 µM; AID 651560;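 active means compounds that cut the enzyme signal by at least half of the control window in the single-dose screen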;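 further: plate controls were DMSO wells with enzyme plus substrate for no effect and substrate without enzyme for full effect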
Target sequence (P24666 whole entry, looked up): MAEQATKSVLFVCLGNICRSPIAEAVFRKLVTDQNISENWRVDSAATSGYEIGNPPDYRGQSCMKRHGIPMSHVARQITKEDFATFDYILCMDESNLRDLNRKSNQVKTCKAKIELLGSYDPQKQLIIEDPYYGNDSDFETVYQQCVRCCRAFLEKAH
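Test system: LMPTP-A phosphatase enzyme; input: 0.625 nM LMPTP-A final; reagent: OMFP substrate, 400 µM final; compound dosing: 20 µM single dose, 3% DMSO; incubation: 50 min dark incubation at room temperature; measured by: endpoint fluorescence intensity from OMFP dephosphorylation; measure: % inhibition relative to no-enzyme and uninhibited control wells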
Scp-1 inhibitor – inhibitors of human Scp-1 phosphatase. Q9GZU7. Recombinant Scp1, phosphopeptide, malachite green phosphate absorbance. inhibition, % at 20 µM. actives 0.88% (n = 340,000);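 active means inhibition above about 50% at 20 µM, limit read from the data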;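 further: plate controls were DMSO wells with enzyme for no effect and wells lacking enzyme for full effect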
Target sequence (Q9GZU7 76-261 limits assumed): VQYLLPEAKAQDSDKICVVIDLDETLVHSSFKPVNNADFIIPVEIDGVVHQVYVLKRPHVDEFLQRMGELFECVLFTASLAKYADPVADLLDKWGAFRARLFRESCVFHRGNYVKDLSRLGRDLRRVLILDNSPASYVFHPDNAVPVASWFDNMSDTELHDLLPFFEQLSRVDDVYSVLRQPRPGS
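System: SCP-1 catalytic domain; Reagent: Phospho 17-mer peptide substrate; Doses: one concentration, 20 µM, with 1.0% DMSO; Incubation: 45 min room-temperature reaction, 5 min colour, 30 min stabiliser; Signal: Phosphate-binding colour reagent, absorbance read at 630 nm.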
Rpn11 inh – inhibitors of human proteasome Rpn11; O00487; human 26S proteasome, Ub4-pepOG fluorescence polarization; 20S core pre-blocked with epoxomicin; calls only at 20 µM; actives 0.59% (n = 360,000); AID 588493;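 active means inhibition at 20 µM, scaled to each plate's controls, above about 33%, limit read from the data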
Target sequence (O00487 whole entry, looked up): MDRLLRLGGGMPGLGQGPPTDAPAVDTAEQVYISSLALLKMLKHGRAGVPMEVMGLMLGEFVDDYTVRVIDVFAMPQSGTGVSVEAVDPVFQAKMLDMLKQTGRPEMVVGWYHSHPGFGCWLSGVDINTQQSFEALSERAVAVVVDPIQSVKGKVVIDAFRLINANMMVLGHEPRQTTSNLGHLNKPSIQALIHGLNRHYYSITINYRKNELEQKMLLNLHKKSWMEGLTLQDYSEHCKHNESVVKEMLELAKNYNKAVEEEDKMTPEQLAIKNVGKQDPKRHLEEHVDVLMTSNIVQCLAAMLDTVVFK
NadD inh – NadD (S. aureus) enzyme inhibition | AID 602399 | actives 0.78% (n = 360,000) | inhibition, % at 20 µM | purified NadD enzyme, colorimetric absorbance read-out; in the data active means inhibition above about 26%; further: some compounds past the cut are filed as inactive
TbMetRS inhib – blocks T. brucei methionyl-tRNA synthetase activity; purified T. brucei MetRS, ATP depletion, Kinase-Glo luminescence; inhibition, % at 11.9 µM; actives 0.4% (n = 360,000); AID 624268;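 active means inhibition above a per-plate cutoff of the control wells' mean inhibition plus 3 SD, cut at about 5.5% in these data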;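 further: 0% = DMSO wells median and 100% = median of wells with control inhibitor compound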
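System: purified T. brucei MetRS enzyme / Detection: Kinase-Glo luciferase luminescence reporting remaining unconsumed ATP / Medium: HEPES buffer with MgCl2, KCl, DTT, spermine, BSA, pyrophosphatase / Replication: singlicate, one well per compound / Evaluation: percent inhibition relative to median high and low control wells / Schedule: 2 h aminoacylation at 25 °C after 15 min preincubation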
DNMT1 inh – blocks human DNA methyltransferase DNMT1; P26358; DNMT1 molecular beacon, Hinp1I cleavage, fluorescence; inhibition (reported as % activation of signal), % at 10 µM; actives 0.83% (n = 360,000); AID 588458; in the data active means inhibition above about 50%
CSN deneddyl inh – blocks human CSN-mediated cullin deneddylation; Q92905; Purified CSN, SCF-Nedd8-OG deneddylation, fluorescence polarization; inhibition, % at 12.5 µM; actives 0.38% (n = 360,000);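 active means pattern-corrected inhibition above about 35%, with an unprinted fluorescence ratio check between 0.5 and 1.5, limit read from the data, passing the limit was not always enough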;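 further: 0% = enzyme with substrate and 100% = substrate without enzyme; some results filed as inactive read as strong as hits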
Target sequence (Q92905 whole entry, looked up, one chain of several): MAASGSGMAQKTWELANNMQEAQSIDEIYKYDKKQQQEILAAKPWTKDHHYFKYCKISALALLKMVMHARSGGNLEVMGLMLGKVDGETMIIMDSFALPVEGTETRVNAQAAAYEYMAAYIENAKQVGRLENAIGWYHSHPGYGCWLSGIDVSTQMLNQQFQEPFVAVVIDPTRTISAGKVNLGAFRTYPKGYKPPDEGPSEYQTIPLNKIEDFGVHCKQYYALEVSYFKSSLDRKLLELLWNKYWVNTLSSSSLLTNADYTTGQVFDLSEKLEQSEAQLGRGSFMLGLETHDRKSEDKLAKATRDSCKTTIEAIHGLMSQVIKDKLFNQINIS
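Material: human Csn5 produced in HEK293T cells; Input: enzyme 0.24 nM; Reagent: SCFSkp2-Nedd8OG substrate at 10 nM final; Dosing: 12.5 µM compound; Incubation: 90 min reaction at room temperature; Detection: fluorescence polarization of the substrate; Evaluation: % inhibition of substrate cleavage by Csn5; Control set: substrate-only high control, full reaction low control.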
PABP1 MLLE inh – inhibitors of microRNA-mediated deadenylation, human PABP1 MLLE binding; GST-MLLE / FITC-PAM2 fluorescence polarization; inhibition, % at 20 µM; actives 0.36% (n = 360,000); in the data active means inhibition above about 35%, passing the limit was not always enough;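 further: plate controls were DMSO wells with GST-MLLE for no effect and wells lacking GST-MLLE protein for full effect; some results filed as inactive read as strong as hits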
Starred values were filed as active, the others as inactive; i = inactive; / = not tested or not shown.

entry	STEP inh	SUMO1 PPI mod	LMPTP block	Scp-1 inhibitor	Rpn11 inh	NadD inh	TbMetRS inhib	DNMT1 inh	CSN deneddyl inh	PABP1 MLLE inh	SMILES
1	0	1	0.0	-1	i	-2	-0.1	0	0	9	CS(=O)(=O)N(CC(=O)O)c1cccc(Cl)c1
2	0	-5	-0.2	3	i	3	-1.0	-2	-4	-113	Fc1ccc(C2=Nn3c(nnc3-c3n[nH]c4c3CCC4)SC2)cc1
3	1	5	-1.5	/	i	4	-0.7	0	2	4	COCCCN1C(=O)C(CC(=O)NCc2cccs2)CC(C(=O)N(C)C)=C1C (centres undefined)
4	0	-3	0.7	-5	i	-3	-0.9	3	-12	5	O=C(Nc1ccc([N+](=O)[O-])cc1)Nc1ccc(Cl)cc1F
5	1	1	2.7	-5	i	19	-0.1	-1	-4	-6	Nc1nonc1-n1nnc(C(=O)N/N=C/c2ccc(Br)cc2)c1-c1ccc2c(c1)OCO2
6	-2	-1	3.4	2	i	31*	1.2	-19	2	-18	Cc1ccc([N+](=O)[O-])cc1-c1[nH]c(-c2ccc(O)c(O)c2)nc1-c1ccccc1
7	0	0	0.5	-10	i	-2	-0.3	5	1	-10	CC(C)(C)c1ccc(S(=O)(=O)N2CCNC(=O)C2)cc1
8	2	-1	-0.3	-11	i	0	0.3	5	-2	-4	Cc1ccc(S(=O)(=O)N(CC(=O)N2CCOCC2)C2CCCCC2)cc1
9	-3	-1	-2.3	/	i	5	-0.1	-4	-2	14	CC(C)Nc1ncnc2c1ncn2[C@H]1CN(Cc2ccc3c(c2)OCO3)C[C@@H](CO)O1
10	7	-10	2.9	3	i	3	-0.5	-4	2	12	CCCCc1c(C)nn(-c2nnc3c4ccccc4n(CC)c3n2)c1C
11	-3	-1	-1.4	-1	i	-3	0.0	2	-3	6	CC(=O)c1ccc(S(=O)(=O)N2CCN(C(C)=O)CC2)cc1
12	-1	0	1.7	-4	i	1	-0.8	1	2	3	Fc1ccc(N2CCN(Cc3cnc(Oc4ccc(Br)cc4)s3)CC2)cc1
13	-2	5	-1.2	/	i	-2	-0.3	4	8	-2	Cc1cn([C@H]2C[C@H](O)[C@@H](CNCc3ccc4ncccc4c3)O2)c(=O)[nH]c1=O
14	-2	-36	5.1	-12	i	6	-0.5	-8	-6	-8	Cc1ccc(N(Cc2cc3ccc(C)cc3[nH]c2=O)S(=O)(=O)c2ccccc2)cc1
15	1	-107	0.1	-10	i	2	-0.9	0	1	4	COc1ccccc1CNC(=O)C(=O)c1cn(CC(=O)N2CCCC2)c2ccccc12
16	0	-1	-1.1	-8	i	-1	-0.3	-3	1	6	Cc1cc(C(=O)NCC(c2ccco2)N2CCCC2)c2ccccc2n1 (centres undefined)
17	1	0	-1.4	-4	i	1	-0.5	2	-3	6	Cc1cc(C)c(S(=O)(=O)N(C)CC(N)=O)c(C)c1
18	-2	-5	-1.3	-1	i	-8	-1.0	0	-1	0	CCCCC(=O)Nc1nc2c(OC)cc([N+](=O)[O-])cc2s1
19	0	-9	-0.5	-1	i	2	-0.5	2	3	10	CCOC(=O)C1C(=O)NCC1c1ccccc1 (centres undefined)
20	0	-4	0.6	-6	i	2	-0.2	-3	0	-12	CC(=O)Nc1cc(C(=O)NCc2ccco2)ccc1Sc1ccc(F)cc1
21	-2	-28	-9.3	-11	i	6	0.3	-19	1	-9	CCCN(CC(=O)Nc1ccccc1OC)C(=O)c1ccc2c(c1)NC(=O)C(C)S2 (centres undefined)
22	1	2	-0.2	-9	i	-6	-0.7	0	-2	1	CC1CCC2(CC1)NC(=O)N(CC(=O)Nc1ccc3c(c1)CCC3)C2=O (centres undefined)
23	-1	4	-0.3	-1	i	3	-0.1	0	-2	-5	Cc1ccc(NC(=O)C2CCCN(C(=O)NCc3ccccc3)C2)c(C)c1 (centres undefined)
24	0	-1	0.3	/	i	3	-0.3	1	2	-1	CC(=O)c1ccc(OC2(C)CCN(Cc3csc4ccccc34)C2)cc1 (centres undefined)
25	-2	-3	-3.8	-13	i	-3	-0.1	18	-1	-45	COc1ccccc1Cn1c(=S)[nH]c2cc(C(=O)NC(C)C)ccc2c1=O
26	1	-2	-3.2	12	i	-21	-1.1	2	-8	3	Cc1cc(=O)c2cccc(Br)c2[nH]1
27	0	-1	-2.5	/	i	-5	-0.2	6	4	5	CC(=O)Oc1cc2c(cc1OC(C)=O)C(=O)CCCC2
28	0	-1	2.3	-18	i	-2	-0.2	-1	-1	-1	O=C(Nc1ccc(Br)cc1)c1cc2ccccn2n1
29	18	0	25	/	i	-14	-0.9	-13	-2	-15	Cc1csc(N=Nc2ccc(N(C)C)cc2)[n+]1[O-]
30	2	1	1.6	13	i	-2	-0.4	0	-6	4	Cc1ccc(S(=O)(=O)c2c(C)nn(-c3ccccc3)c2OC(=O)c2ccc(Br)o2)cc1

3 of the compounds above, with one line to a screen:
2) Fc1ccc(C2=Nn3c(nnc3-c3n[nH]c4c3CCC4)SC2)cc1
3) COCCCN1C(=O)C(CC(=O)NCc2cccs2)CC(C(=O)N(C)C)=C1C (centres undefined)
4) O=C(Nc1ccc([N+](=O)[O-])cc1)Nc1ccc(Cl)cc1F

| Screen / compound no. | 2 | 3 | 4 |
| --- | --- | --- | --- |
| STEP inh | 0 | 1 | 0 |
| SUMO1 PPI mod | -5 | 5 | -3 |
| LMPTP block | -0.2 | -1.5 | 0.7 |
| Scp-1 inhibitor | 3 | / | -5 |
| Rpn11 inh | i | i | i |
| NadD inh | 3 | 4 | -3 |
| TbMetRS inhib | -1.0 | -0.7 | -0.9 |
| DNMT1 inh | -2 | 0 | 3 |
| CSN deneddyl inh | -4 | 2 | -12 |
| PABP1 MLLE inh | -113 | 4 | 5 |

2 compounds from above, reduced to SUMO1 PPI mod, Rpn11 inh and DNMT1 inh:
entry	SMILES	SUMO1 PPI mod	Rpn11 inh	DNMT1 inh
30	Cc1ccc(S(=O)(=O)c2c(C)nn(-c3ccccc3)c2OC(=O)c2ccc(Br)o2)cc1	1	i	0
7	CC(C)(C)c1ccc(S(=O)(=O)N2CCNC(=O)C2)cc1	0	i	5

The results go on:
entry	STEP inh	SUMO1 PPI mod	LMPTP block	Scp-1 inhibitor	Rpn11 inh	NadD inh	TbMetRS inhib	DNMT1 inh	CSN deneddyl inh	PABP1 MLLE inh	SMILES
31	0	-3	-0.3	-7	i	-3	-2.1	1	4	-4	CC(=O)c1cc(C#N)c(Oc2ccc(F)cc2)nc1C
32	-3	-22	0.4	-11	i	-9	0.2	-7	4	-5	O=[N+]([O-])c1cccc(-c2ncc3ccccn23)c1
33	0	-1	3.1	-5	i	-3	-0.9	-2	4	-2	C=CCSc1nc2sc3c(c2c(=O)n1-c1ccccc1)CCN(C)C3
34	-3	-2	-2.4	-4	i	-7	1.9	1	3	8	O=C(C1CCN(Cc2nc(-c3ccc(Cl)cc3)no2)CC1)N1CCOCC1
35	2	0	0.0	-5	i	14	-0.2	-1	3	-7	Cc1ccc(Nc2cc(-n3cccn3)ncn2)c(C)c1
36	0	1	-1.1	-2	i	-1	0.9	-6	-5	8	CCCCNC(=O)NCc1cnn(C)c1C
37	0	-2	-0.1	7	i	1	-0.7	5	-2	-7	Cn1c(=O)c(Oc2ccc(Cl)cc2)c(O)c2ccccc21
38	2	2	-0.1	/	i	-2	0.4	3	0	8	COc1ccccc1N1CCN(S(=O)(=O)CCNC(=O)c2ccco2)CC1
39	2	3	-1.2	1	i	5	-0.2	0	-2	-11	CCCCCN(C(=O)CCC(=O)OCC(=O)N(C)c1ccccc1)c1c(N)n(CCCC)c(=O)[nH]c1=O
40	3	-3	-0.6	-10	i	2	1.7	0	9	7	COc1ccc(O)c(C(=O)/C=C/c2cc3ccccc3o2)c1
41	-1	0	0.0	-12	i	-6	-1.2	4	3	-6	CCCCC1CC(/C(C)=N/NC(N)=O)OC1=O (centres undefined)
42	-1	11	0.2	-1	i	3	0.5	2	1	12	CCCCc1cc(=O)oc2cc(C)cc(OCC(=O)NCc3cccnc3)c12
43	2	-9	0.0	5	i	3	0.2	4	-6	-1	CC(C)C(NS(=O)(=O)c1ccc2c3c(cccc13)C(=O)N2)C(=O)O (centres undefined)
44	-56	-41	6.3	-9	/	-5	0.0	-12	135	i	CC(=O)Nc1cccc(C(=O)/C=C/c2ccc(N(C)C)cc2)c1
45	-4	1	2.3	-5	i	0	-0.1	8	-4	1	CCOC(=O)C(Cc1ccnc2ccccc12)=NO
46	-1	-1	-0.7	-15	i	-1	-0.9	-2	1	7	OC1CSc2nc3ccccc3n2C1 (centres undefined)
47	-1	2	0.6	6	i	-4	0.1	-3	3	-9	O=C(Cn1cnc2c(nnn2Cc2ccccc2)c1=O)NCc1ccccc1Cl
48	-1	-1	-0.5	-9	i	5	-1.2	-1	-1	0	COc1ccc(C(=O)OC(COc2ccccc2)Cn2ccnc2)cc1 (centres undefined)
49	0	8	0.2	-4	i	2	-0.5	5	-2	5	CCN(CC(=O)Nc1ccc2c(c1)OCCO2)C(=O)c1ccc(C)c(S(=O)(=O)N2CCOCC2)c1
50	0	-36	1.7	-2	i	-6	-0.2	1	-2	0	COCC(C)NC(=O)c1ccc2c(c1)S(=O)(=O)c1ccccc1C2=O (centres undefined)
51	-2	-4	0.3	5	i	-1	-1.0	-2	0	2	C#CCOc1ccccc1CNc1ccccc1
52	0	14	4.9	-7	i	19	1.0	-5	1	9	COc1ccc(C2NC(C(=O)O)Cc3c2[nH]c2ccccc32)cc1CN1CCN(c2ccc(F)cc2)CC1 (centres undefined)

Assay outcomes (PubChem)
